Source: PubChem BioAssay (National Center for Advancing Translational Sciences (NCATS))
EPAC1 antag = qHTS for Antagonist of cAMP-regulated guanine nucleotide exchange factor 3 (EPAC1): primary screen. Rap guanine nucleotide exchange factor 3 (Homo sapiens), O95398. EPAC1 GEF assay, Rap1b-BODIPY-GDP exchange fluorescence. Potency, µM (titrated, usually from 115 µM), without a hit: at the top dose activity change, negative = inhibition, hits mostly inhibitors. 360,000 tested, 0.14% active;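 further: potency means the concentration at half of the fitted maximal effect; plate controls were vehicle for no effect and positive control for full effect; nearly all actives have a fitted effect of over 50% in size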
PI5P4K alpha inh = qHTS for Inhibitors of phosphatidylinositol 5-phosphate 4-kinase (PI5P4K) | Phosphatidylinositol 5-phosphate 4-kinase type-2 alpha (Homo sapiens), P48426 | PI5P4Kalpha enzyme, ADP-Glo luminescence, 60 min; hits give low values | max response, % | 330,000 tested, 1.2% active; active means max response of -50% or lower; inconclusive means between -30% and -50%; inactive means -30% or higher; further: value at the top dose of about 77 µM; on the % scale 0 is the no-effect control and ±100 the full control effect
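ADP-Glo luminescence end-point read after a 60 min room-temperature kinase reaction of PI5P4Kalpha plus substrate, initiated with ATP at 5 microM final. Buffer: 0.038 M HEPES pH 7.4, EGTA, 0.1% CHAPS, 5% DMSO.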
WRN helicase inh = qHTS for Inhibitors of WRN Helicase; Bifunctional 3'-5' exonuclease/ATP-dependent helicase WRN (Homo sapiens), Q14191; AID 651768, 2012; 360,000 tested, 0.46% active; Potency, µM (doses to about 114 µM), without a hit: at the top dose activity change, negative = inhibition, most hits filed as inhibitors; WRN helicase unwinding, fluorescent forked duplex, kinetic; further: potency means the concentration at half of the fitted maximal effect; on the % scale 0 is the no-effect control and ±100 the full control effect; nearly all actives have a fitted effect of over 55% in size
Target sequence (Q14191 whole entry, looked up): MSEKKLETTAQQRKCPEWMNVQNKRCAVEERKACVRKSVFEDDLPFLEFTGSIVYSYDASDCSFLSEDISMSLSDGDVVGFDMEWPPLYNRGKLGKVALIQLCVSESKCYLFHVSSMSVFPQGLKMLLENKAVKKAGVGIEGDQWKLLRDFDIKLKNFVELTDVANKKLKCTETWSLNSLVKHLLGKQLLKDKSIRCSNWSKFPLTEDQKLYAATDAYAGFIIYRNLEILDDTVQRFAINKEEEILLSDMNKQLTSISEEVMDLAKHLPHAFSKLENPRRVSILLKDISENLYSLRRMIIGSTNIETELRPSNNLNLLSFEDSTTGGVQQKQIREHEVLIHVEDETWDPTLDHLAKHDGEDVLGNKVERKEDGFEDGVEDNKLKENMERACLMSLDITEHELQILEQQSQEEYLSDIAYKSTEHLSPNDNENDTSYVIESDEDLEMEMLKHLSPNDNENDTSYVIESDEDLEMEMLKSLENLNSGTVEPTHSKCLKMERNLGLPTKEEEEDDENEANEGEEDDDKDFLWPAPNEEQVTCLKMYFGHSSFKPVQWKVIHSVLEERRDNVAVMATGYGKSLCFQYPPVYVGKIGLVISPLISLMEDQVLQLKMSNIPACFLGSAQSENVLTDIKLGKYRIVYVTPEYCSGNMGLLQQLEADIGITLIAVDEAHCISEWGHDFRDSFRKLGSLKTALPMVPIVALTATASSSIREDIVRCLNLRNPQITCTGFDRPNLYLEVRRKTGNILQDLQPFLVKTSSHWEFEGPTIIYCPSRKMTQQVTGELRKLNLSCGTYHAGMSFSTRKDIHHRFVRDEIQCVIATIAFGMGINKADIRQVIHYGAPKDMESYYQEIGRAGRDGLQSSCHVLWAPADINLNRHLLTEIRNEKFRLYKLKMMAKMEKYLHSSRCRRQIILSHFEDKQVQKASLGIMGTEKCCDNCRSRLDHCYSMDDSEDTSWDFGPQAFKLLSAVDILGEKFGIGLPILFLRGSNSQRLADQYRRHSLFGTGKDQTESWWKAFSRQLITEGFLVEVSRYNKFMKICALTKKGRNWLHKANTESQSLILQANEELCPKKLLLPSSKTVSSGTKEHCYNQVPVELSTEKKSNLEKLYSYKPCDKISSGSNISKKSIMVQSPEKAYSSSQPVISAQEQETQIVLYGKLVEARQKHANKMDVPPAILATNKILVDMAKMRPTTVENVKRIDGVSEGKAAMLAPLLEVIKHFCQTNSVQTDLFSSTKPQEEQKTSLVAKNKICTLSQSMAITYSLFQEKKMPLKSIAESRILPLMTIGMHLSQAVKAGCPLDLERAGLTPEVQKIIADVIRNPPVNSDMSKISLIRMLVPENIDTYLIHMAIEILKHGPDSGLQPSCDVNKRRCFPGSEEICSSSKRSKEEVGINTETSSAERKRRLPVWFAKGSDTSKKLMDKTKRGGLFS
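Kinetic fluorescence helicase assay: unwinding of a quenched forked DNA duplex (100 nM final) with 2 mM ATP final raises red fluorescence (525/598 nm). Compounds sat 15 min at room temperature with 20 nM WRN beforehand.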
PLK1 PBD block = qHTS for Inhibitors of PLK1-PDB (polo-like kinase 1 - polo-box domain): Primary Screen. Plk1 PBD binding of FITC phosphopeptide, fluorescence polarization. Potency, µM, for inactives: max response, negative = inhibition, usual class: inhibitors. 360,000 tested, 2.8% active. Serine/threonine-protein kinase PLK1 (Homo sapiens), P53350; further: potency means the concentration at half of the fitted maximal effect; series mostly up to about 57 µM; on the % scale 0 is the no-effect control and ±100 the full control effect; nearly all actives have a fitted effect of over 65% in size
aSyn yeast inh = qHTS of alpha-syn Inhibitors; Yeast expressing alpha-synuclein, growth rescue, BacTiter-Glo, 24 h; Potency, µM (highest dose often 46.1 µM), for inactives: top-dose growth rescue (activation), usual class: activators; 370,000 tested, 0.14% active; further: potency means the concentration at half of the fitted maximal effect; % of control where 0% means no effect; nearly all actives have a fitted effect of over 65% in size
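Rescue of yeast growth: cells expressing toxic alpha-synuclein, induced in galactose at OD600 0.02, incubated with compound 24 h at 30 C. ATP luminescence quantified growth; inhibitors of toxicity appear as activators.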
IL2 activator = qHTS of IL-2 Activators | 360,000 tested, 0.065% active | activation, % (series mostly up to about 46 µM) | IL-2 activation reporter assay, cell-based qHTS; stimulated with anti-CD3/CD4/CD28 beads; in transgenic mouse T cells; in the data active means activation above about 50%; inconclusive means mostly about 30% to 49%; further: 0% is about no effect
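Readout is EGFP and DsRed signal by fluorescent plate cytometry after 18 h at 37 degrees C. Transgenic mouse T cells (750/well) received compound for 60 min before bead stimulation (anti-CD3, anti-CD4, anti-CD28); memory T cells served as non-tolerant control.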
EPAC1 agonist = qHTS for Agonist of cAMP-regulated guanine nucleotide exchange factor 3 (EPAC1): primary screen. Rap guanine nucleotide exchange factor 3 (Homo sapiens), O95398. EPAC1 agonist qHTS, biochemical assay; response scale: 100% = response to 6.5 mM cAMP. Potency, µM (highest dose often 154 µM), for inactives: top-dose activation, actives largely listed as activators. 360,000 tested, 0.073% active. AID 720707, 2013; further: potency means the concentration at half of the fitted maximal effect; nearly all actives have a fitted effect of over 60% in size
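Fluorescent GDP-exchange assay: 100 nM EPAC1 with 250 nM Rap1B preloaded with BODIPY-GDP and 50 uM GDP; compounds tested as concentration series, 5 min at room temperature, then read every 5 min for 30 min (ex 480/em 540 nm); normalized to 6.5 mM cAMP.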
FUS yeast rescue = qHTS for Suppressors of FUS Proteinopathy: Primary screen using FUS-linked yeast assay. S. cerevisiae FUS-expressing, growth rescue, OD600, 24 h. 390,000 tested, 0.24% active. Potency, µM (series often up to 76.6 µM), without a hit: at the highest dose growth rescue (activation), hits mostly activators;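 further: potency means the concentration at half of the fitted maximal effect; plate controls were DMSO vehicle for no effect and reference control for full effect; nearly all actives have a fitted effect of over 55% in size; some results filed as inactive show a strong effect at the top dose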
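Toxicity suppression screen in FUS-yeast. Cells induced with 2% galactose, starting OD 0.005, treated 24hr at 30C with compounds at multiple final concentrations; growth by OD600.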
Abeta rescue = qHTS for compounds that reverse cellular toxicity of Amyloid beta (A-beta) peptide in yeast: Primary Screen; yeast expressing A-beta42, growth rescue, OD600, 48 h; response scale: 0% DMSO, 100% iron-clioquinol control; AID 1347071, 2019; Potency, µM (top dose mostly 46.1 µM), for inactives: at the highest dose growth rescue, usual class: activators; 410,000 tested, 0.063% active; further: potency means the concentration at half of the fitted maximal effect; nearly all actives have a fitted effect of over 55% in size
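Growth rescue measured by 600 nm absorbance after 48 h yeast culture at 30 C with compound. Values normalized between DMSO and an equimolar ferric chloride plus clioquinol control.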
Active calls of the source: *; ? = inconclusive; . = no result given; [ ] = dose if it differs, or a comment. Unless noted, the call rests on the fitted dose curve; in most records, active means well fitted curve in the direction sought with a large enough effect; inconclusive means small, poorly fitted or top-dose-only effect, or another doubt; inactive means no such curve, though single readings can be large; an effect the other way counts as inactive or inconclusive.

SMILES	EPAC1 antag	PI5P4K alpha inh	WRN helicase inh	PLK1 PBD block	aSyn yeast inh	IL2 activator	EPAC1 agonist	FUS yeast rescue	Abeta rescue
CCN(CC(=O)Nc1c(F)cccc1F)C(=O)CNC(=O)c1cccs1	-13%	7	-13%	-3%	-1%	-2.5	4%	17%	6%
O=C(NCCc1ccc2c(c1)OCCO2)c1cc(S(=O)(=O)N2CCCC2)ccc1Cl	-5%	0	-8%	-1%	-6%	-4.7	-7%	6%	11%
CCN(CC)S(=O)(=O)c1ccc(N2CCOCC2)c(NC(=O)c2ccccc2F)c1	12%	2	3%	7%	?	-0.5	1%	12%	23%
CC(=O)c1c(C)[nH]c(C(=O)N2CCN(c3ccccn3)CC2)c1C	-12%	-2	2%[57.1 µM]	-3%	2%	-0.9	-1%	0%	11%
CC1CCCCN1C(=O)C1CCCN(S(=O)(=O)c2cccc3nsnc23)C1 (stereo not drawn)	1%	-5	11%	1%	-1%	-4.5	-11%	2%	-5%
COc1ccc(NC(=O)c2ccccc2NC(=O)c2ccccc2C(=O)O)c(OC)c1	7%	-2	-3%	-10%	1%	3.1	-12%	-19%	-5%
Cc1ccc(NC(=O)C2CCN(S(=O)(=O)c3cccc(C(F)(F)F)c3)CC2)nc1	-3%	10	3%	-5%	2%	-3.6	-10%	1%	5%
O=C(COC(=O)c1ccc(S(=O)(=O)N2CCOCC2)cc1)NCc1cccs1	8%	1	-3%	-10%	3%	-0.7	15%	30%	16%
CC(C)c1ccc(NC(=O)COC(=O)C2CCCCC2)cc1	-8%	-1	-21%	-1%	-13%	-3.1	-1%	.	20%
O=C(N/N=C/c1cn[nH]c1-c1ccccc1)c1ccco1	-13%	-3	-12%	3%	1%	-2.8	4%	?	0%
COC(=O)CN1C(=O)[C@@H]2[C@H](C1=O)[C@@H]1CC(C(=O)OC)=C[C@@H](C(=O)OC)[C@@H]3C1=C(C(=O)[C@@]3(C)NC(=O)c1ccccc1)[C@@H]2C	-27%	2	4%	-13%	-5%	0.1	-1%	7%	-2%
Cc1c(Cl)cccc1NC(=O)CSCC(N)=O	7%	.	0%	-7%	-1%	3.0	4%	-20%	3%
O=C(Nc1cccc2cccnc12)c1cccc([N+](=O)[O-])c1	-2%	1	-1%	-6%	-15%	-0.4	18%	3%	-22%
O=C(Nc1cc(S(=O)(=O)N2CCOCC2)ccc1OCC(F)(F)F)c1ccc(N2CCCC2=O)cc1	-2%	-16	-9%	-8%	-4%	1.1	14%	14%	-2%
O=C(CC12CCC(CC1)C2)NCc1ccc2c(c1)OCO2	-11%	6	-13%	-8%	12%	0.0	2%	-2%	-5%
Cc1ccc(NC(=S)N(CCC(C)C)C(C)c2ccncc2)c(Cl)c1 (stereo not drawn)	-9%	10	-11%	-8%	1%	-0.1	4%	20%	26%
CCCc1nn(C)c(C(=O)Nc2cccc(C)c2)c1Cl	-10%	7	-28%[57.1 µM]	-11%	11%	-0.5	6%	10%	14%
Cc1ccc(NC(=O)CSc2nc3ncc(Br)cc3[nH]2)cc1C	-27%	2	9%	-13%	0%	-2.2	8%	-1%	2%
O=C(Nc1ccc(OC(F)F)c(Cl)c1)c1ccccn1	-8%	-2	-2%	-11%	-14%	0.5	-3%	-6%	-16%
CC(C)(C)OC(=O)[C@H](Cc1ccccc1)NC(=O)c1nc[nH]c1C(=O)N[C@@H](CCCCN)C(=O)OC(C)(C)C	-11%	6	-11%	-16%	1%	0.9	-6%	40%	16%
CCCCCC(O)(c1ccccc1)C(CN1CCOCC1)c1ccccc1 (stereo not drawn)	?	-4	-3%[11.6 µM]	-10%	?	-4.0	8%	3%	-2%
Cc1ccc(NC(=O)c2ccc([N+](=O)[O-])s2)cc1S(=O)(=O)N1CCOCC1	-5%	-7	-2%	?	-1%	-1.1	-15%	5%	4%
Cn1c(=O)c2c(nc(CN3CCc4ccccc4C3)n2CCCO)n(C)c1=O	-7%	10	3%	2%	3%	-3.5	-3%	-2%	-4%
Nc1cccc(Cl)c1N1CCOCC1	-18%	-10	6%	27µM*	0%	-1.3	14%	4%	-1%
O=S(=O)(c1ccc(F)cc1)N1CCC(n2cnc3ccccc32)CC1	5%	-8	2%	-6%	2%	5.0	4%	23%	-6%

(continued)
SMILES	EPAC1 antag	PI5P4K alpha inh	WRN helicase inh	PLK1 PBD block	aSyn yeast inh	IL2 activator	EPAC1 agonist	FUS yeast rescue	Abeta rescue
C=CCn1c(O)c(N=NC(=O)c2ccc3c(c2)OCO3)c2ccccc21	11%	-13	13%	-6%	-10%	2.3	16%	-22%	-3%
O=C(C1CCC(=O)N(C2CCCC2)C1)N1CCN(Cc2cccc(F)c2)CC1 (stereo not drawn)	22%	6	6%	1%	0%	-0.9	-8%	5%	-3%
CCCC(=O)NCCc1ccc(S(N)(=O)=O)cc1	7%	2	1%	-9%	-3%	-2.5	1%	21%	-13%
COc1ccc(S(=O)(=O)NC2CCCC2)cc1NC(C)=O	-1%	7	-5%	-6%	0%	-1.7	1%	-8%	-3%
O=C1NC[C@@H](Cc2ccc(O)cc2)N(CCc2cc(C(F)(F)F)cc(C(F)(F)F)c2)C1=O	-13%	-68*	-6%	-15%	-8%	-0.7	-1%	17%	-7%
COc1ccc(OC)c(CNc2nc3ccccc3n2CCN2CCCCC2)c1	-1%	.	-11%	-8%	-5%	-1.2	1%	28%	-5%
CC(NC(=O)c1ccco1)C(=O)N1CCN(c2cccc(C(F)(F)F)c2)CC1 (stereo not drawn)	6%	-1	-3%	-1%	2%	2.0	-8%	12%	14%
C[C@@H](CO)NC(=O)c1nc[nH]c1C(=O)N[C@H](C)c1ccccc1	-19%	4	-1%	-6%	-1%	-2.7	1%	-5%	8%
CN=c1scc(-c2ccc(OC)cc2)n1/N=C(\C)c1cccnc1	3%	-1	-1%	-8%	-11%	-5.6	3%	19%	-8%
COc1ccc(/C=C/C(=O)OCC(=O)N2CCCCCC2)c(OC)c1	3%	-2	-1%	-25%	-7%[1.84 µM]	2.7	7%	22%	-9%
O=[N+]([O-])c1ccccc1-c1nc(-c2ccc(Br)o2)no1	-7%	12	-8%	-2%	6%	-5.6	-11%	.	-21%
CCOC(=O)CSc1ncnc2c1cnn2-c1ccc(Cl)cc1	-5%	-8	-4%	-10%	0%	0.0	5%	-12%	-1%
Cn1c(=N)n(CC(=O)c2ccccc2)c2ccccc21	4%	-14	-17%	-6%	-3%	0.1	10%	25%	1%
Cc1cccc(OCCCCCNCCO)c1	0%	.	4%[57.1 µM]	-2%	0%	0.2	-1%	-13%	2%
CCOC(=O)c1c(NC(=O)CN2CCOCC2)sc(C(=O)NC)c1C	17%	2	-11%	-9%	-3%	-0.5	1%	9%	-8%
CC(NS(=O)(=O)c1ccc([N+](=O)[O-])cc1)C(c1cccs1)N1CCOCC1 (stereo not drawn)	9%	-10	4%	?	-6%	-0.8	-10%	36%	?
CCC(C)NC(=O)CC(NS(=O)(=O)c1ccc(Cl)cc1)c1ccco1 (stereo not drawn)	13%	6	-22%	0%	-9%	-1.2	-7%	22%	1%[9.22 µM]
COc1ccc(/C(C)=C2\SC(=S)N(CCC(=O)O)C2=O)cc1	-6%	.	-20%	-17%	8%	-0.6	-2%	17%	9%
COCC(=O)NCc1ccc2c(c1)cc(C)n2C	-2%	-4	-12%	-16%	-5%	0.7	1%	3%	-14%
CCOC(=O)c1cccnc1SC(CC)C(=O)NCc1ccco1 (stereo not drawn)	9%	.	-5%	?	13%	-2.0	9%	18%	18%
CCOC(=O)N1CCc2c(sc3ncn(Cc4ccc(F)cc4)c(=O)c23)C1	-9%	3	-2%	-14%	7%	1.6	-2%	12%	-35%[inhibitor]
Cc1cccc(N2CC(C(=O)Nc3ccccc3N3CCCC3)CC2=O)c1C (stereo not drawn)	6%	3	-9%	3%	4%	-3.1	5%	5%	18%
CC(=O)c1ccc(OCc2cc(C(=O)N3CC[C@@H]4CCCC[C@H]4C3)no2)cc1	-33%	4	?	-25%	1%	-4.1	17%	.	-34%[inhibitor]
COc1ccc(NC(=O)Cn2nnc(-c3ccccc3N)n2)cc1OC	-6%	.	-4%	-5%	-3%	-2.3	-9%	-18%	10%
O=C(CCc1ccccc1)Nc1c(F)cccc1F	9%	.	-1%	-7%	0%	-3.3	8%	20%	-10%
Cc1ccccc1OCCc1c(C)[nH]c(=S)[nH]c1=O	-10%	-13	8%	-10%	-5%	3.7	11%	-9%	-11%
CCC(=O)NC(c1cccc([N+](=O)[O-])c1)c1c(O)ccc2ccccc12 (stereo not drawn)	-6%	-3	-8%	-10%	-5%	-0.6	-4%	10%	-11%

One compound at a time, from the list above.
`Cc1ccc(NC(=S)N(CCC(C)C)C(C)c2ccncc2)c(Cl)c1` (stereo not drawn) reads EPAC1 antag: -9%; PI5P4K alpha inh: 10; WRN helicase inh: -11%; PLK1 PBD block: -8%; aSyn yeast inh: 1%; IL2 activator: -0.1; EPAC1 agonist: 4%; FUS yeast rescue: 20%; Abeta rescue: 26%
`O=C(CCc1ccccc1)Nc1c(F)cccc1F` reads EPAC1 antag: 9%; PI5P4K alpha inh: .; WRN helicase inh: -1%; PLK1 PBD block: -7%; aSyn yeast inh: 0%; IL2 activator: -3.3; EPAC1 agonist: 8%; FUS yeast rescue: 20%; Abeta rescue: -10%
